Assay outcomes (PubChem BioAssay)
hERG protect = shields human hERG channel from block by proarrhythmic agents | 310,000 tested, 0.51% active | Q12809 | AID 1511 | CHO-hERG, FluxOR thallium flux, dofetilide IC70 present | activation (rescue from dofetilide block), less the hit threshold, % at 10 µM;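 active = activation above the mean of controls blocked by dofetilide plus 5 SD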;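 note: thallium influx through hERG after potassium depolarization seen as dye fluorescence rise; in these data hits start at about 4.7%; inactives centre near -7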
RGS4 pot = potentiators or activators of RGS4; HEK293 M3R/inducible RGS4, carbachol calcium flux Fluo4; hits give low values; B-score at 10 µM; AID 463111; 310,000 tested, 0.92% active;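 active = B-score of the integrated calcium signal more than 4 SD below the library mean, with starting fluorescence not abnormally high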;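 note: negative B-score means reduced calcium response which marks RGS4 activation or potentiation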
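Reagent: ECmax carbachol challenge; Test system: M3R-expressing HEK293 line, RGS4 induced by doxycycline; Schedule: overnight RGS4 induction, 30 min dye load 37 °C, 20 min compound RT; Detection: calcium dye Fluo4 fluorescence; Read-out: Agonist-evoked peak-minus-minimum fluorescence over baseline, integrated ratio, B score.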
SKKanGAS inh = SKKanGAS growth inhibition; S. pyogenes SKKanGAS, kanamycin growth, BacTiter-Glo, 6 h; inhibition, % at 7.5 µM; 300,000 tested, 1.3% active;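 active = mean replicate score, as percent of positive control median, at least 50; inconclusive = mean below 50 but one replicate at or above 50; inactive = mean and every replicate below 50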;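 note: strain carries kanamycin resistance gene driven by streptokinase promoter and grows in 40 µg/ml kanamycin; loss of luminescence reflects streptokinase promoter inhibition or plain growth inhibition; 0% = median of DMSO wells and 100% = positive control at its reference dose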
KCNK3 inh = human KCNK3 channel inhibition, primary screen; 340,000 tested, 0.84% active; CHO-KCNK3 thallium flux, FluxOR fluorescence; hits give low values; B-score at 10 µM;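 active = B-score under library mean minus 4 SD, starting fluorescence ratio at most library mean plus 5 SD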;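 note: more negative B-score means stronger inhibition of thallium flux through KCNK3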
Target sequence (O14649 whole entry, looked up): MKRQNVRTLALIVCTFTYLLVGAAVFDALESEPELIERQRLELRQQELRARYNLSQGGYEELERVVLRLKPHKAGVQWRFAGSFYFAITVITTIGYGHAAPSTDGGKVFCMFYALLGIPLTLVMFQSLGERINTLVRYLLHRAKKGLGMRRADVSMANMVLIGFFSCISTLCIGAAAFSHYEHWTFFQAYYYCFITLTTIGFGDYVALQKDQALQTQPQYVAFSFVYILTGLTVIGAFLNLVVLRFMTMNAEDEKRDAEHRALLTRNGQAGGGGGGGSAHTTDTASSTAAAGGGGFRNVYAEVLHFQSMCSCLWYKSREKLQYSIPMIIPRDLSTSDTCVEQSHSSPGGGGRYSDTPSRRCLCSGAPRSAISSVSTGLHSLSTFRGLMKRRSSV
ANO1 block = inhibitors of mouse TMEM16A calcium-activated chloride channel; Q8BHY3; HEK293 TMEM16A/YFP iodide influx fluorescence, ionomycin; normalized B-score (activity score, 25-100; higher = stronger inhibition) at 10 µM; 310,000 tested, 1.2% active; AID 588511;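 active = ratio plate-corrected score three or more library SD toward inhibition, starting fluorescence score within five deviations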;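 note: score derived from kinetic fluorescence span divided by baseline fluorescence per well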
KCNK9 block = human KCNK9 channel inhibition; Q9NPC2; HEK293 KCNK9, FluxOR thallium flux fluorescence; hits give low values; B-score at 10 µM; 310,000 tested, 1.2% active; AID 488922;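 active = ratio B-score over 3 SD below the library mean, with starting fluorescence within 5 SD of its mean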;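 note: negative B-score means less thallium flux so channel inhibition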
KCNQ1 pot = potentiators or activators of human KCNQ1 potassium channel. AID 2648. B-score at 10 µM. 310,000 tested, 0.35% active. CHO-K1 KCNQ1, thallium flux FluxOR fluorescence; hits give high values. P51787;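 active = fluorescence ratio B-score, a plate-corrected score, at least three library SD, with initial intensity B-score within 5 SD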
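assay system = KCNQ1-transfected CHO-K1 cells | medium = assay buffer with matched DMSO | probe or stimulus = depolarizing K+/Tl+ stimulus, K2SO4 and Tl2SO4 each 12.5 mM in 5x stock | dosing = single dose | incubation = dye 90 min, compound 20 min, room temperature | detection = kinetic FluxOR fluorescence, 10 s baseline plus 110 s post-stimulus | evaluation = ratio B score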
KCNQ1 block = blocks the human KCNQ1 potassium channel. P51787. B-score at 10 µM. 310,000 tested, 1.3% active. AID 2642. CHO-K1 KCNQ1, FluxOR thallium flux fluorescence; hits give high values;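 active = compounds whose thallium flux B-score, printed positive for inhibition, exceeds three library SD while starting fluorescence stays within three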;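 note: channel opened by potassium depolarization with thallium stimulus after 20 min compound exposure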
HDAC3 inhib = blocks human histone deacetylase 3; 320,000 tested, 0.15% active; O15379; inhibition, % at 8.3 µM; recombinant HDAC3, fluorogenic peptide/trypsin coupled, fluorescence; in the data active = inhibition above about 26%, passing the limit was not always enough; inconclusive = no clear call, values can overlap the other calls
Target sequence (O15379 whole entry, looked up): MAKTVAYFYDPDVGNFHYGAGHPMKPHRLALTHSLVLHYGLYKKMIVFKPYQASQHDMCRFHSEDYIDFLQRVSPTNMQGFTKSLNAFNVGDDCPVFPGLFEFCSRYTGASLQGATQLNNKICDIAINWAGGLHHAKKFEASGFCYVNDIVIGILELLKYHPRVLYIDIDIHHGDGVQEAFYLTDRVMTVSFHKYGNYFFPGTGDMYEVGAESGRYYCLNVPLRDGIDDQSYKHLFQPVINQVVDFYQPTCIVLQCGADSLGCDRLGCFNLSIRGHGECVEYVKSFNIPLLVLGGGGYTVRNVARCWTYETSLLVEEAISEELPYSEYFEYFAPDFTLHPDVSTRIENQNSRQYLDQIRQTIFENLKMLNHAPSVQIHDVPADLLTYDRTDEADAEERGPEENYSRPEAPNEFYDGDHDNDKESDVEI
RGS4 inh = human RGS4 inhibition. 310,000 tested, 0.45% active. B-score at 10 µM. P49798. AID 463165. HEK293 M3R/RGS4 inducible, Fluo-4 calcium flux; hits give high values; triggered by carbachol at its EC20;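 active = B-score, a plate-corrected calcium signal, over three deviations above library mean, with baseline fluorescence within five deviations of library mean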;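 note: RGS4 expression induced by doxycycline in cells with stable M3 receptor; B-score is computed from the integrated fluorescence ratio over baseline after carbachol; higher B-score means a larger calcium signal and so more RGS4 inhibition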
Target sequence (P49798 whole entry, looked up): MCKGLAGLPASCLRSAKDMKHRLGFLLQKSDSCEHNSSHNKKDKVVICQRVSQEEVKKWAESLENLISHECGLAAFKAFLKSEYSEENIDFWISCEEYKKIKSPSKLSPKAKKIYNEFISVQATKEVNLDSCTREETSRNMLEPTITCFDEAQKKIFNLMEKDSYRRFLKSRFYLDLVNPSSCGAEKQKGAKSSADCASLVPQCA
TMEM16A act = mouse TMEM16A channel activation, primary screen | B-score at 10 µM | 340,000 tested, 0.3% active | Q8BHY3 | HEK293 TMEM16A/YFP-H148Q/I152L, iodide quench fluorescence; hits give low values;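 active = fluorescence-ratio B-score plate-corrected deviation score at least 3 library SD below zero, with starting fluorescence score within 5 deviations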;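 note: channel opened by trigger with iodide after compound preincubation; score built on the fluorescence ratio of max minus min over baseline; more negative score means more quench and so TMEM16A activation or potentiation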
* marks the source's active call; other numbers are inactive results; i = inactive; ? = inconclusive; / = not tested or not shown.

SMILES | hERG protect | RGS4 pot | SKKanGAS inh | KCNK3 inh | ANO1 block | KCNK9 block | KCNQ1 pot | KCNQ1 block | HDAC3 inhib | RGS4 inh | TMEM16A act
CC1Cc2ccccc2N1C(=O)c1cc2cccnc2n(C)c1=O (configuration not stated) | -9.4 | i | -5.3 | i | i | i | i | i | -1.0 | i | i
COC(=O)CSc1ncnc2c1cnn2-c1ccc(C)cc1C | -8.3 | i | -4.8 | i | i | i | i | i | 5.7 | i | i
Brc1cccc(OCCSc2ncccn2)c1 | -10.9 | i | 11.6 | i | i | i | i | i | -1.9 | i | i
O=C(Nc1ccc(OCC(=O)N2CCOCC2)cc1)c1cccc(Cl)c1 | -3.4 | i | -6.1 | i | i | i | i | i | 2.4 | i | i
CSc1nc2c(c(=O)[nH]c(=O)n2C)n1C/C=C(\C)Cl | -11.9 | i | -2.0 | i | i | i | i | i | 1.4 | i | i
COc1ccc(-c2csc(Nc3ccc(O)cc3)n2)cc1 | -10.6 | i | 6.6 | i | i | i | i | i | 4.0 | 8.75* | i
Cc1cc(=O)oc(C)c1C(=O)NCCNC(=O)c1c(C)cc(=O)oc1C | -7.1 | i | -3.0 | i | i | i | i | i | 9.4 | i | i
O=C(Nc1cccc(-c2nc3ncccc3o2)c1)c1sc2ccccc2c1Cl | -14.5 | i | 2.3 | i | i | i | i | i | 1.8 | i | i
Nc1ccc(-c2nc3ccc(N)cc3[nH]2)cc1 | -13.5 | i | -4.4 | i | i | i | i | i | -245.2 | i | i
COc1ccccc1N1CCN(Cc2cc(OC)c3c(c2)OCO3)CC1 | -3.2 | i | 0.5 | i | i | i | i | i | 0.1 | i | i
CS(=O)(=O)N1CCc2cc(-c3csc(NC(=O)Cc4ccccc4)n3)ccc21 | -3.2 | i | 5.0 | i | 25* | i | i | i | -6.1 | i | i
Cc1cc(C)c2c(CC(=O)NCCc3ccccc3)coc2c1 | -15.5 | i | -6.9 | i | i | i | i | i | -11.8 | i | i
CCSc1nnc(NC(=O)c2ccco2)s1 | -6.6 | i | -7.0 | i | i | i | i | i | -3.4 | i | i
Cc1nnsc1Sc1ccccn1 | -5.8 | i | -13.5 | i | i | i | i | i | -3.4 | i | i
CSc1nc(O)cc(=O)n1-c1ccc(F)cc1 | -14.4 | i | 8.9 | i | i | i | i | i | -0.7 | i | i
CC(=O)Nc1cccc(NC(=O)CSc2ncc(C(=O)Nc3ccc(F)cc3)c(=O)n2C)c1 | -9.9 | i | 23.8 | i | i | i | i | i | 2.0 | i | i
S=C(c1nc2ccccc2[nH]1)N1CCOCC1 | -10.2 | i | 3.9 | i | i | i | i | i | 5.9 | i | i
C=CCN1CC2CC3(COc4cc(C)cc(C)c4)C=CC2(O3)C1=O (configuration not stated) | -4.8 | i | -3.6 | i | i | i | i | i | 4.2 | i | i
CC(/C=C/c1ccc2c(c1)OCO2)=N\NC(=O)C(O)c1ccccc1 (configuration not stated) | -0.4 | i | -6.2 | i | i | i | i | i | 0.1 | i | i
COc1cc(Cl)cc(/C=C/c2ccc3ccccc3n2)c1OC(C)=O | -5.1 | i | 32.7 | i | i | i | i | i | -3.9 | i | i
CCOC(=O)c1cc2c(=O)[nH]c(C(Cl)(Cl)Cl)nc2o1 | -11.3 | i | 5.8 | i | i | i | i | i | 10.1 | i | i
COc1ccc([N+](=O)[O-])cc1CSc1ccccn1 | -6.3 | i | -10.8 | i | i | i | i | i | -3.9 | i | i
COc1ccc(C(=O)Nc2nc3cc4c(cc3s2)OCCO4)c(OC)c1 | -4.2 | i | 35.4 | i | i | i | i | i | 0.8 | i | i
CC1(C(=O)OCC(=O)NCCNC(=O)COC(=O)C2(C)CC2(Cl)Cl)CC1(Cl)Cl (configuration not stated) | -10.9 | i | -1.8 | i | i | i | i | i | -4.2 | i | i
CCOC(=O)c1nc(N)sc1C(=O)OCC | -6.6 | i | -4.1 | i | i | i | i | i | 8.4 | i | i
O=C(NC(=S)Nc1ccc(NC(=O)c2ccccc2)cc1)c1ccc(F)cc1 | -12.1 | i | 4.9 | i | i | i | i | i | 0.6 | i | i
Cc1cc(C)n2cnnc2n1 | -4.1 | i | 2.0 | i | i | i | i | i | -5.7 | i | i
Cc1noc(C)c1COC(=O)c1cc2c(C)nn(-c3ccc(F)cc3)c2s1 | -7.8 | i | -6.1 | i | i | i | i | i | -5.2 | i | i
CCN(CC)C(=O)CSc1nc(-c2ccccc2)ccc1C#N | -3.9 | i | -2.7 | i | i | i | i | i | 0.2 | i | i
COc1ccccc1NS(=O)(=O)c1cc(NC(=O)c2cc3ccccc3oc2=O)ccc1C | -6.9 | i | 18.6 | i | i | i | i | i | 0.9 | i | i
CCCC1=Nc2cc(C(=O)NCCCN3CCN(C)CC3)ccc2Sc2ccccc21 | -9.1 | i | -0.5 | i | i | i | i | i | 1.0 | i | i
Cc1ccccc1NC(=O)NCCCN1CCCC1 | -3.7 | i | 6.5 | i | i | i | i | i | 0.1 | i | i
O=C(NCc1ccc2c(c1)OCO2)c1cc(Cl)ccc1Cl | -8.4 | i | 3.3 | i | i | i | i | i | -3.3 | i | i
O=c1c2ccccc2nc(-c2ccoc2)n1CCc1ccccc1 | 2.0 | i | -3.4 | i | i | i | i | i | 3.7 | i | i
COc1ccc(/C(C)=N/NC(=O)c2cc(-c3cccnc3)nc3ccccc23)cc1 | -7.0 | i | 6.3 | i | i | i | i | i | 7.7 | i | i
CC(=O)N1CC(C)Sc2ccc(S(=O)(=O)NCc3ccccc3Cl)cc21 (configuration not stated) | -5.2 | i | 2.6 | i | i | i | i | i | -1.8 | i | i
O=C(O)c1ccc(/C=N/N2CCN(C3c4ccccc4-c4ccccc43)CC2)cc1 | -9.1 | i | -4.8 | i | i | i | i | i | 2.6 | i | i
O=S1(=O)C=C(Oc2ccc(F)cc2)c2ccccc21 | -6.9 | i | -0.1 | i | i | i | i | i | -2.5 | i | i
Cc1ccc(NS(=O)(=O)c2cc(NC(=O)c3cc(=O)[nH]c(=O)[nH]3)ccc2Cl)c(C)c1 | -16.4 | i | 9.1 | i | i | i | i | i | 4.8 | i | i
COc1cc(C(=O)COC(=O)Cc2cnc3sccn23)cc(OC)c1OC | -4.7 | i | 4.9 | i | i | i | i | i | -2.7 | i | i
O=C(COc1ccc(Br)cc1Br)NC1CCS(=O)(=O)C1 (configuration not stated) | -5.1 | i | -2.5 | i | i | i | i | i | 1.8 | i | i
Cc1cc(C)n2nc(-c3sccc3-n3c(C)ccc3C)cc2n1 | -9.5 | i | -3.6 | i | i | i | i | i | -1.2 | i | i
O=C(CC1CS(=O)(=O)CC1CC(=O)Nc1ccc2c(c1)OCCO2)Nc1ccc2c(c1)OCCO2 (configuration not stated) | -5.9 | i | 3.3 | i | i | i | i | i | -0.5 | i | i
Cc1ccc(NC(=O)CN(C)C(=O)COC(=O)CCS(=O)(=O)c2ccc(C)cc2)cc1 | -12.6 | i | 49.2 | i | i | i | i | i | -4.1 | i | i
Cc1ccc(C2=NN(C(=O)COc3ncnc4ccccc34)C(c3ccco3)C2)cc1 (configuration not stated) | -4.3 | i | -1.4 | i | i | i | i | i | 11.9 | i | i
COc1ccc2[nH]c(=O)c(CN(C(=O)c3ccncc3)C(C)(C)C)cc2c1 | -5.3 | i | 10.2 | i | i | i | i | i | 0.0 | i | i
CCOC(=O)c1c(NC(=O)c2nn(CC)cc2Br)c(C#N)cn1-c1ccccc1 | -5.0 | i | 13.3 | -10.8* | i | i | i | i | -1.0 | i | i
COc1ccc2nc(NC3=NC(c4ccccc4)CC(=O)N3)nc(C)c2c1 (configuration not stated) | -10.9 | i | 1.9 | i | i | i | i | i | -11.7 | i | i
Cc1ccc(C(=O)CSc2nnc(-c3ccco3)n2C)cc1 | -8.4 | i | 3.7 | i | i | i | i | i | -2.6 | i | i
CN(NS(C)(=O)=O)c1ncc(C(F)(F)F)cc1Cl | -5.1 | i | 6.8 | i | i | i | i | i | ? | i | i
Cc1ccnn1CC(=O)N/N=C/c1cn[nH]c1-c1ccc(F)cc1 | -9.3 | i | 2.9 | i | i | i | i | i | -6.4 | i | i
CCC(=O)Nc1cccc(C(=O)/C=C/c2ccc(F)cc2)c1 | -15.0 | i | -12.8 | i | i | i | i | i | 2.4 | i | i
CCOC(=O)c1sc2nc(CC(=O)OC)nc(N3CCN(c4ccccn4)CC3)c2c1C | -7.9 | i | 33.5 | i | i | i | i | 8* | 3.1 | i | i
O=C(NNC(=O)C1C2CCC(C2)C1C(=O)O)c1ccc(Br)o1 (configuration not stated) | -7.7 | i | -13.0 | / | i | i | i | i | -3.9 | i | /
COc1ccc(CCNC(=O)CSc2nc(N)c3c(C)c(C)oc3n2)cc1OC | -5.7 | i | -2.6 | i | i | i | i | i | 1.2 | i | i
COC(=O)C(CC(=O)c1ccc(Br)cc1)n1nc(C)cc1C (configuration not stated) | -6.9 | i | -12.7 | i | i | i | i | i | -2.4 | i | i
COC(=O)c1ccc(CNC(=O)c2cc(COc3cncc(Cl)c3)on2)cc1 | -10.7 | i | -4.3 | i | i | i | i | i | 1.3 | i | i
CCCCn1c(=O)c(CCC(=O)OCC(=O)NC(C)c2ccccc2)nc2ccccc21 (configuration not stated) | -9.0 | i | 2.1 | i | i | i | i | i | -8.2 | i | i
COc1ccc(/C=C/C2=NC(=C\N(C)C)/C(=O)O2)cc1 | -2.6 | i | 24.0 | i | i | i | i | i | -1.5 | i | i
O=C1COc2ccc(C(=O)COC(=O)C3CC(O)CN3S(=O)(=O)c3ccc(Cl)cc3)cc2N1 (configuration not stated) | -15.8 | i | -29.4 | i | i | i | i | i | -3.3 | i | i
O=C(NC1CCCCC1)C1CCN(c2nccs2)CC1 | -4.2 | i | -1.7 | i | i | i | i | i | 0.7 | i | i
O=C(Nc1cccc(C(F)(F)F)c1)c1ccc2nc(N3C(=O)CCC3=O)sc2c1 | -13.4 | i | 25.6 | i | i | i | i | i | 0.9 | i | i
